# MCF10A rereplic: A quantitative high throughput screen for small molecules that induce DNA re-replication in MCF 10a normal breast cells; hit rate 2.9% among 350,000; MCF 10A DNA re-replication, Hoechst nuclear intensity, 48 h; Potency, µM (titrated, usually from 46.1 µM), for inactives: top-dose activity, positive = re-replication, hits mostly activators; also: potency is read from the fitted curve at half-maximal effect; % of control where 0% means no effect; nearly all actives have a fitted effect of over 50% in size
# KB-3-1 tox: qHTS assay for MDR1-selective chemotherapeutics: Primary screen using the parental adenocarcinoma cell KB-3-1; KB-3-1 viability, CellTiter-Glo ATP luminescence, 72 h; Potency, µM (titrated, usually from 46.1 µM), inactives show at the top dose activity change, negative = cytotoxic, actives largely listed as cytotoxic; hit rate 1.4% among 400,000; AID 1347075, 2019; also: potency is read from the fitted curve at half-maximal effect; % is scaled to controls: 0 for no effect and ±100 for the full control effect; nearly all actives have a fitted effect of over 60% in size
#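 72 h, 37 °C compound treatment of KB-3-1 parental cells; CellTiter-Glo added, 10 min, luminescence read. Data corrected against DMSO-only plates and normalized before curve fitting.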
# IL-1B inflam inh: qHTS for Inhibitors of Inflammasome Signaling: IL-1-beta AlphaLISA Primary Screen. AID 743279, 2014. activity change, % at 57.5 µM. THP-1 LPS/ATP IL-1B secretion, AlphaLISA, 16 h; stronger effect = lower value. hit rate 4.7% among 360,000; in the data active = activity change below about -50%; inconclusive = mostly about -30% to -49%; also: % is scaled to controls: 0 for no effect and ±100 for the full control effect
#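 THP-1 cells pretreated 1 hr with compounds (up to 57.5 uM final), then stimulated with LPS (250 ng/mL final) plus ATP (1.25 mM final); secreted IL-1B measured by AlphaLISA after 16 hr, decreased signal indicating inhibition.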
# SW480 rereplic: A quantitative high throughput screen for small molecules that induce DNA re-replication in SW480 colon adenocarcinoma cells; SW480 DNA re-replication, Hoechst DNA content imaging, 48 h; Potency, µM (series often up to 46.1 µM), for the others: at the top dose re-replication activation, most hits filed as activators; hit rate 1.8% among 340,000; AID 624297, 2012; also: potency is read from the fitted curve at half-maximal effect; % of control where 0% means no effect; nearly all actives have a fitted effect of over 55% in size
#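 Hoechst fluorescence of nuclei (405 nm excitation, 500-530 nm emission) measured by plate-scanning imager after 48 hr compound exposure at 37 C; re-replication scored as increased number of nuclei with elevated intensity.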
# S2 tox: Viability Counterscreen for Primary qHTS for Inhibitors of ATXN expression; hit rate 0.49% among 400,000; AID 651635, 2014; Potency, µM (series often up to 56.7 µM), most hits filed as cytotoxic; S2 cells (HEK-293 line with an ATXN2-luciferase reporter) viability, CellTiter-Fluor protease fluorescence, 24 h; also: potency is read from the fitted curve at half-maximal effect; nearly all actives have a fitted effect of over 40% in size
# HepG2 tox: qHTS for Inhibitors of TGF-b: Cytotox Counterscreen; HepG2 CAGA-GFP viability, ATP luminescence, 18 h; Potency, µM (top dose mostly 46.1 µM), without a hit: at the top dose activity change, negative = cytotoxicity, most hits filed as cytotoxic; hit rate 0.76% among 410,000; AID 588856, 2011; also: potency is read from the fitted curve at half-maximal effect; some results filed as inactive show a strong effect at the top dose
#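 CellTiter-Glo luminescence gave cytotoxicity after 18 hours at 37 degrees C. The cells were HepG2 CAGA-GFP in 1% FBS DMEM, stimulated with 500 pg/mL TGF-beta after compound addition. %Activity was normalised to no-cell wells (complete cell-killing) and DMSO (no toxicity), and curves were fitted and classified.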
# ATXN2 expr inh: Primary qHTS for Inhibitors of ATXN expression. HEK-293 ATXN2-luciferase reporter, luminescence, 24 h. hit rate 0.72% among 360,000. Potency, µM (titrated, usually from 57 µM), inactives show at the highest dose activity change, negative = inhibition, most hits filed as inhibitors. AID 1745845, 2022; also: potency is read from the fitted curve at half-maximal effect; % is scaled to controls: 0 for no effect and ±100 for the full control effect; nearly all actives have a fitted effect of over 55% in size
#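 qHTS (up to 57 uM final) was run with 24 h compound exposure of reporter cells at 37 °C. Each well was multiplexed: SteadyGlo luminescence measured ATXN2-luciferase expression after a fluorogenic Gly-Phe-AFC viability readout (25 uM final).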
# HT1080 IDH1KD tx: qHTS for induction of synthetic lethality in tumor cells producing 2HG: qHTS for the HT-1080-IDH1KD cell line; HT-1080 IDH1 knockdown viability, ATP luminescence, 48 h; Potency, µM (titrated, usually from 46.1 µM), inactives show top-dose activity, negative = toxicity, actives largely listed as cytotoxic; hit rate 2% among 360,000; AID 686971, 2013;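 also: potency is read from the fitted curve at half-maximal effect; 0% = DMSO wells and -100% = cell-free medium wells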
#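 IDH1KD HT-1080 cells, 750/well, RPMI + 5% FBS; compound pinned after 2 h settling; 48 h, 37 °C; CellTiter-Glo luminescence; % activity normalised to DMSO and no-cell wells; curves fitted, classed by r2 and efficacy.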
# HT1080NT lethal: qHTS for induction of synthetic lethality in tumor cells producing 2HG: qHTS for the HT-1080-NT fibrosarcoma cell line; Potency, µM (series often up to 46.1 µM), for inactives: at the top dose activity, negative = less viability, hits mostly cytotoxic; AID 686970, 2013; HT-1080-NT fibrosarcoma viability, CellTiter-Glo ATP luminescence, 48 h; hit rate 1.6% among 360,000;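 also: NT is the 2HG producing partner of a matched IDH1 knockdown line; potency is read from the fitted curve at half-maximal effect; 0% = DMSO-treated cells and -100% = media-only wells without cells; nearly all actives have a fitted effect of over 55% in size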
#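 Fibrosarcoma NT cells, 750 per well in 5% FBS RPMI, were exposed to compound for 48 hours. Viability: CellTiter-Glo luminescence.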
# Numbers without * were called inactive; i = inactive; ? = inconclusive; / = no result given; [ ] = another dose, or the depositor's remark. Unless noted, calls follow the shape of the dose curve; as a rule, active = well fitted curve in the direction sought with a large enough effect; inconclusive = small, poorly fitted or top-dose-only effect, or another doubt; inactive = no such curve, though single readings can be large; an effect the other way counts as inactive or inconclusive.
no.	compound	KB-3-1 tox	IL-1B inflam inh	HT1080NT lethal	HT1080 IDH1KD tx	HepG2 tox	SW480 rereplic	S2 tox	MCF10A rereplic	ATXN2 expr inh
1	CN(C)C(=O)N(CCCN1CCOCC1)Cc1cccc2ccccc12	-2%	6	8%	17%	5%	-12%	?	1%	2%
2	Cc1cc(=O)cc(C)n1-c1ccc(F)cc1F	-5%	17	-3%	1%	-9%	-3%	?	-8%	/
3	Cc1ccc(CNC(=O)c2[nH]c(C(F)(F)F)nc2-c2ccccc2)cc1	0%	20	?	-21%	-20%	/	i	/	-1%
4	COc1ccc(/C=C2\CCc3ccccc3C2=O)c(OC)c1OC	?	-71*	2%	0%	-26%	3%	i	?	16%
5	CCC1CCC/C1=N\NC(=O)c1ccc(Cl)cc1 (stereo unspecified)	4%	1	6%	10%	-1%	-4%	i	0%	/
6	Cc1ccc(-c2nc(-c3ccncc3)no2)cc1	-5%	-3	14%	0%	-28%	-11%	i	-2%	55%[activator]
7	O=S(=O)(NCC1CCCO1)c1ccc(Oc2ccccc2)cc1 (stereo unspecified)	?	-3	-3%	-18%	-30%	-10%	i	15%	-12%
8	NC(=O)C[C@@H]1NC(=O)[C@H](CCC(=O)O)NC(=O)c2cc([N+](=O)[O-])cc(I)c2OCC[C@@H](C(N)=O)NC1=O	0%	10	15%	2%	8%	-23%	?	5%	12%
9	O=C(O)CSc1c2c(nc3cc(C(=O)N4CCOCC4)ccc13)CCCC2	-9%	7	6%	8%	-1%	-1%	i	-1%	3%
10	CCC1CN(C(=O)Nc2ccc(C)cc2)c2cc(C)ccc2O1 (stereo unspecified)	-1%	-11	-17%	-12%	-14%	0%	i	?	7%
11	CC(=O)Nc1ccc(SCC(=O)c2cc(C)n(-c3ccccc3F)c2C)cc1	?	-9	-9%	-10%	-33%	15%	i	23µM*	21%
12	C/C(=N\NC(=O)C1(C)CC1(Br)Br)c1cccc(NC(=O)c2ccc(C)o2)c1 (stereo unspecified)	-21%	-12	-3%	-2%	1%	-1%	/	14%	?
13	Cc1cc(C(=O)CSc2nn3c(=O)c(C(C)(C)C)nnc3s2)c(C)n1C	5%	-5	0%	10%	1%	-2%	i	5%	-4%[11.3 µM]
14	CCc1nc(C)cn1S(=O)(=O)c1cc(Br)c(C)cc1OC	1%	44	0%	-25%	-35%	-4%	?	3%	-12%
15	COC(=O)CSc1[nH]c(=O)cc(C)c1C#N	0%	17	6%	14%	5%	2%	i	-2%	-15%
16	CC(C)(C)NC(=O)NC(=O)COC(=O)CNC(=O)C1CCCCC1	7%	0	7%	6%	0%	-1%	?	-43%[inhibitor]	1%
17	CN(C)S(=O)(=O)c1ccc(C(=O)NCCSc2c(-c3ccc(Br)cc3)[nH]c3ccccc23)cc1	-11%	/	/	/	-26%	/	?	/	-3%
18	O=C(COc1coc(CN2CCN(c3ccc(F)cc3)CC2)cc1=O)NC1CCCCC1	?	0	-1%	-11%	0%	-1%	i	8%	-26%
19	O=c1c2ccccc2nc(/C=C/c2ccc(O)cc2)n1CCc1ccccc1	-8%	-27	?	?	-31%	?	/	23µM*	?
20	O=C(NCc1ccc(F)cc1)C(c1ccccc1)N(CC1CCCO1)C(=O)Cn1nnc2ccccc21 (stereo unspecified)	6%	-25	8%	8%	1%	-3%	?	0%	-5%
21	CC(=O)Nc1nc(-c2ccccc2)cc(-c2ccco2)c1C#N	-5%	-2	-7%	-1%	-17%	-1%	i	15%	/
22	Cc1noc(C)c1C(=O)OCC(=O)NC(=O)c1ccc(C(C)(C)C)cc1	1%	35	-4%	0%	13%	/	i	/	/
23	O=C1CCC(C(=O)N2CCSCC2)CN1Cc1cccc(C(F)(F)F)c1 (stereo unspecified)	-5%	i	0%	0%	14%	-28%	i	5%	5%
24	CSc1ccccc1OCc1cc(C(=O)NCCc2nc(C)cc(C)n2)no1	3%	-2	5%	2%	-17%	-35%	?	2%	/
25	O=C(CC1C(=O)N(c2ccccc2)C(=O)N1C1CCCCC1)Nc1ccccc1 (stereo unspecified)	-2%	9	2%	3%	-11%	-1%	i	-3%	2%
26	O=C(Nc1nc2c(F)cc(F)cc2s1)c1ccc(S(=O)(=O)N2CCc3ccccc32)cc1	?	/	/	/	-18%	/	i	/	-31%
27	Cc1ccc(N(CCC#N)C(=O)COC(=O)C2=COCCO2)cc1	25%	4	4%	13%	-2%	-1%	i	1%	3%
28	O=C(Nc1ccc(F)cc1F)c1ccc(-n2cnnc2)cc1	4%	/	/	/	5%	/	i	/	0%
29	N#Cc1c(NC(=O)CN2C(=O)c3ccccc3C2=O)oc(-c2ccccc2)c1-c1ccccc1	5%	13	-2%	4%	-2%	-15%	i	-2%	2%
30	CCOc1cc(/C=N\Nc2nc(-c3ccc(C)cc3)c(NC(C)=O)s2)ccc1O	-2%	-15	5%	0%	-6%	2%	i	1%	-3%
31	CCNC(=S)N1CCNC(=O)C1CC(=O)OC (stereo unspecified)	2%	33	-6%	-3%	14%	1%	i	-3%	0%
32	Cc1ccc(C2(O)CN(c3ccccc3C)C3=[N+]2CCS3)cc1 (stereo unspecified)	2%	30	8%	4%	6%	1%	i	5%	0%
33	Cc1cc(O)c(Sc2ncn[nH]2)cc1NS(=O)(=O)c1ccc(Cl)cc1	?	0	-7%	-8%	-3%	1%	i	6%	-4%
34	COc1ccc(CN2CCn3ncc(C(=O)Nc4cccc(C)c4)c3C2=O)cc1	?	-6	-3%	-4%[9.24 µM]	-4%	-10%	i	11%	-7%
35	Cc1sc2ncnc(N3CCC(C(=O)N(C)CC(=O)Nc4cccc(F)c4)CC3)c2c1C	-15%	?	?	?	-19%	/	i	/	/
36	CC(C)(C)c1ccc(-c2cc(-c3ccccc3O)[nH]n2)cc1	?	-99*	?	15µM*	-59%	?	?	9.2µM*	107%[activator]
37	O=c1[nH]cnc2nn(-c3ccccc3)nc12	24%	6	-6%	-4%	-19%	-1%[9.22 µM]	i	-4%	15%
38	Clc1ccc(Cc2noc(-c3cccs3)n2)cc1	6%	-11	11%	7%	-5%	2%	i	4%	53%[activator]
39	COC(=O)CN1C(=O)C(O)(CC(=O)c2ccc(C)cc2)c2ccccc21 (stereo unspecified)	-5%	18	1%	7%	4%	0%	i	0%	-6%
40	NC(=O)Cn1nc(C(F)(F)F)c2c1CCCC2	10%	26	3%	9%	5%	-5%	i	-3%	-5%
41	Cc1ccccc1CNC(=O)C(C)Sc1ccccc1 (stereo unspecified)	1%	-3	-9%	0%	2%	/	i	/	/
42	Cc1cccc(Cn2nnc3c2C(=O)c2ccccc2C3=O)c1	?	11	?	?	-58%	?	/	14%	/
43	CCOC(=O)C1(Cc2cccc(OC)c2)CCN(Cc2ccon2)CC1	-4%	8	3%	5%	-7%	1%	i	-4%	22%
44	CC(C)Cn1c(-c2ccc(F)cc2)n[nH]c1=S	-3%	13	-3%	3%	7%	0%	i	9%	-1%
45	Cc1cccc2cc(CN(CCCN3CCOCC3)Cc3nnnn3C(C)(C)C)c(=O)[nH]c12	11%	-10	-1%	-4%[9.24 µM]	-3%	-5%	i	2%	-2%
46	CC(=O)/C=C/c1ccc(C)o1	1%	11	3%	-2%	15%	-7%	i	0%	1%
47	Cc1cc(C(C)(C)C)cc(C)c1COC(=O)c1cccnc1	-3%	77	?	?	-26%	-7%	i	?	-26%
48	COc1ccc2c(CCNC(=O)/C=C/c3ccc(OC)c(OC)c3)c[nH]c2c1	?	-11	-23%	-25%	1%	?	i	?	2%
49	Cc1cc(N2CCN(c3ccccc3)CC2)n2cc(-c3ccccc3)nc2n1	-14%	-68*	2%	3%	-36%	-3%	?	?	22%
50	O=C(Cc1ccc(-c2ccccc2)cc1)Nc1ccccn1	-1%	-69*	-13%	-25%	-88%	-5%	i	?	?
51	CSc1ccccc1NC(=O)CN(C)C(=O)c1ccc(NC(=O)c2cccs2)cc1	2%	-18	16%	2%	1%	-9%	i	13%	/
52	CC(=O)c1ccc(NC(=O)c2ccc(CSc3ccccc3)o2)cc1	?	?	4%	0%	-32%	16%	i	?	0%
53	C/C(Sc1nnc(Cc2ccccc2)o1)=C(\O)c1ccccc1	4%	12	2%	13%	1%	-14%	i	-32%[inhibitor]	7%
54	COc1ccc(Cn2cc(Cn3c4ccccc4c(=O)n3C(C)C)nn2)cc1	0%	14	20%	19%	-47%	/	i	/	6%
55	Cn1cc(Cl)c(C(=O)Nc2nccs2)n1	-3%	-6	11%	13%	-13%	-15%	i	-15%	19%
56	CCOC(=O)c1c(C)[nH]c(C(=O)CC(=O)OC)c1C	-2%	-3	5%	2%	-4%	?	i	-4%	/
57	CC(C)c1ccc([C@@H]2O[C@H](CCc3ccccc3)Cc3[nH][nH]c(=O)c32)cc1	9%	-10	7%	7%	/	/	i	/	3%
58	COc1cc(CCC(=O)Nc2sccc2C#N)cc(OC)c1OC	?	32	-6%	-1%	-6%	-26%	i	9%	4%

# Assay outcomes: PubChem, National Center for Advancing Translational Sciences (NCATS)
